MPTP block – blocks calcium-induced mitochondrial swelling; isolated mouse mitochondria, Ca2+ swelling absorbance, 30 min; inhibition, % at 10 µM; 1.4% of 360,000 active;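 active means inhibition of 50% or more, scaled per plate between neutral and stimulator controls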;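 further: 0% = DMSO wells given calcium and 100% = 1 mM EGTA wells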
SENP1 inh – inhibitors of human SENP1 SUMO protease catalytic domain; AID 624204; 0.21% of 360,000 active; recombinant SENP1 catalytic domain, CyPet-SUMO1-YPet FRET cleavage; inhibition, % at 10 µM;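 active means inhibition at least 30% at 10 µM, raw YFP signal under a set limit, fluorescence ratio 0.5 to 1.5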;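 further: 0% = enzyme with DMSO and 100% = no enzyme wells; some results filed as inactive read as strong as hits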
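Controls: no-enzyme wells low, DMSO-plus-enzyme wells high control. Test system: human recombinant His6-tagged SENP1 catalytic domain enzyme. Reagent: SFCypet-SUMO1-SFYpet FRET protein substrate, 25 nM final. Doses: one dose per compound, 10 µM, 0.5% DMSO. Detection: FRET, CFP and YFP emission. Timing: 50 min reaction at room temperature.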
SENP6 inh – blocks the human protease SENP6; inhibition, % at 10 µM; AID 2599; Recombinant SENP6 catalytic domain, aminoluciferin luminescence; 1.8% of 330,000 active; Q9GZR1;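 active means inhibition above about 50% at the single tested dose, limit read from the data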;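 further: plate controls were DMSO wells with enzyme for no effect and DMSO wells lacking enzyme for full effect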
Target sequence (Q9GZR1 628-1112 limits assumed): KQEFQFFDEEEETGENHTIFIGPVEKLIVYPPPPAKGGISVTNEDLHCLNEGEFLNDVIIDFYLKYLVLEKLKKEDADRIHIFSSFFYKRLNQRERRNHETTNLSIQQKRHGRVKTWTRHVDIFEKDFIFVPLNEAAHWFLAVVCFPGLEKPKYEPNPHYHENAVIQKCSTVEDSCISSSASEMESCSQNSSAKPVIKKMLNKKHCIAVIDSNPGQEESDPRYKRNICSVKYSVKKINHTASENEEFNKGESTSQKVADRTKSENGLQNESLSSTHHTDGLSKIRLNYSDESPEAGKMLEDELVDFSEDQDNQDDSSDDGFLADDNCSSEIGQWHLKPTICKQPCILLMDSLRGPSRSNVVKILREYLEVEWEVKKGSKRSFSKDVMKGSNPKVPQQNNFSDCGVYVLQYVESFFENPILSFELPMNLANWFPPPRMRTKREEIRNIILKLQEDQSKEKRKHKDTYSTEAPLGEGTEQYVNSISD
PfGluPho inh – PfG6PD (Plasmodium falciparum) enzyme inhibition; 0.78% of 350,000 active; inhibition, % at 20 µM; PfGluPho enzyme, NADPH resazurin-diaphorase fluorescence; AID 504690;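 active means inhibition reaching at least a set limit at 20 µM in the primary screen, cut at about 59% in these data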;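 further: 0% = DMSO wells with substrate and 100% = DMSO wells lacking glucose-6-phosphate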
hIAP act – increases human intestinal alkaline phosphatase activity | P09923 | purified human IAP, CDP-Star luminescence, 30 min; stronger effect = higher value; 1 = vehicle-only enzyme, 0 = enzyme-free background | activation factor at 10 µM | 0.16% of 330,000 active;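 active means activation factor of the enzyme at least 2-fold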; further: the source names both 10 and 20 µM as test concentration; values of inactives mirror those of a sister screen read the other way
SENP8 inh – inhibitors of human SENP8 protease; Q96LD8; recombinant SENP8, Nedd8 substrate fluorescence; inhibition, % at 20 µM; 0.64% of 360,000 active; AID 602440; in the data active means inhibition mostly above about 40%, no sharp cut-off; inactive means mostly below about 27%
Target sequence (Q96LD8 whole entry, looked up): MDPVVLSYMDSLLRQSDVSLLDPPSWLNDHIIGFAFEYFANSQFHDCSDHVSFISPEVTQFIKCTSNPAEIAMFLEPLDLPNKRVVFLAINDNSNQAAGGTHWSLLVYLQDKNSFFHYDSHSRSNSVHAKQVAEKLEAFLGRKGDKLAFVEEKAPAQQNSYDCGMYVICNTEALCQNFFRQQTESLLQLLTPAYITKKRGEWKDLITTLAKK
GRIN3A LBD mod – NR3A (human) ligand-binding domain modulation. AID 1259313. Tm shift relative to glycine control, % at 25 µM. 2.5% of 340,000 active. NR3A LBD differential scanning fluorimetry, Tm shift; 0% = protein alone, 100% = glycine-bound protein;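 active means melting temperature shift of at least 10% of the positive control shift, at one fixed dose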
ATG4B inh – inhibitors of human ATG4B cysteine protease; 0.51% of 340,000 active; ATG4B cleavage of LC3-PLA2, NBD-HPC fluorescence, 1 h; Q9Y4P1; inhibition, % at 8.33 µM; in the data active means inhibition above about 40%
Target sequence (Q9Y4P1 whole entry, looked up): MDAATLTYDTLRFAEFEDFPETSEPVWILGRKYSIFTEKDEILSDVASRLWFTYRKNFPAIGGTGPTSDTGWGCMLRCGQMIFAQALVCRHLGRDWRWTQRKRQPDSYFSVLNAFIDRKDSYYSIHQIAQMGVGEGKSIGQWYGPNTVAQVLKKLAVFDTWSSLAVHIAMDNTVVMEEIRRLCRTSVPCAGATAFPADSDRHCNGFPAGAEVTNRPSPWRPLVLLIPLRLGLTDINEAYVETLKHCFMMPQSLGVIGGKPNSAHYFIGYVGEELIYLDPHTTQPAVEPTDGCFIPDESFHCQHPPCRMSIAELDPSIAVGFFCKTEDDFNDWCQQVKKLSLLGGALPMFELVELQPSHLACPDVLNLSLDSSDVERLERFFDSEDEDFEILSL
* marks the source's active call; other numbers are inactive results; . = no result given.

Values run as follows: MPTP block | SENP1 inh | SENP6 inh | PfGluPho inh | hIAP act | SENP8 inh | GRIN3A LBD mod | ATG4B inh
CCCCCCNC(=O)OC12CN(C(=O)OC(C)C)N(C(=O)OC(C)C)CC1(O)CN(S(=O)(=O)c1ccc(C)cc1)C2 (configuration not stated)
→ 0.3 | -0.1 | . | 42.0 | . | 10.5 | . | .
COc1ccc(OCCOc2ccc(S(=O)(=O)N3CCCC3)cc2[N+](=O)[O-])cc1
→ -1.4 | 0.6 | -1.1 | 1.0 | 1.06 | 4.1 | -2.2 | -4.8
CC(C)CCC(C(=O)NC(C)c1ccccc1)C(=O)NC(C)c1ccccc1 (configuration not stated)
→ 0.9 | 3.2 | -0.7 | 0.6 | 1.57 | 9.2 | 0.6 | 6.3
COC(=O)[C@]1(C)N[C@H](CN(C)C(=O)c2ccc(C)cc2)[C@@H]2C(=O)N(Cc3ccccc3)C(=O)[C@@H]21
→ 0.4 | 1.6 | 12.2 | -3.5 | 0.957 | -1.2 | -0.2 | 5.4
Cn1c2ccccc2c2cc(C(=O)O)ccc21
→ 1.5 | 1.5 | -20.0 | -22.9 | 1.02 | -8.2 | -1.1 | 2.1
Cc1ccc(NC(=O)C(C)OC(=O)c2nc(Cl)ccc2Cl)cc1S(=O)(=O)N1CCOCC1 (configuration not stated)
→ -0.7 | -6.4 | . | -6.2 | . | -47.0 | -1.2 | -16.2
COc1cccc(N2C(=O)C3CCCN3C2c2cccs2)c1 (configuration not stated)
→ -0.3 | -8.4 | 1.3 | 10.1 | 0.997 | 0.7 | -2.6 | -3.3
N#CC1=C(N)Oc2cc(O)ccc2C1c1ccccc1 (configuration not stated)
→ -1.5 | -35.4 | -0.5 | -7.4 | 1.03 | -21.7 | -2.9 | -8.8
Cc1ccc(C(=O)N(CN2CCCC2=O)c2ccc(F)cc2)cc1C
→ -0.1 | -1.6 | 8.8 | -13.2 | 1.05 | 5.4 | -0.4 | -3.1
O=C(CN1C(=O)C2CC=CCC2C1=O)Nc1nnc(SCc2c(Cl)cccc2Cl)s1 (configuration not stated)
→ 0.0 | -3.5 | -9.8 | -44.9 | 0.979 | 9.7 | -7.2 | 29.3
CCc1ccc(C(=O)COC(=O)c2nn(C)c(=O)c3ccccc23)cc1
→ 12.5 | 0.5 | 1.8 | -0.6 | 1.15 | 12.3 | 0.1 | 3.0
O=C(N/N=C/c1ccc[nH]1)c1sc2ccccc2c1Cl
→ 29.7 | -41.5 | 9.6 | 1.3 | 1.08 | -14.2 | 2.9 | -27.0
CC1(C)C=Cc2c(ccc3c2OC[C@H](c2ccc(O)cc2O)C3)O1
→ 1.1 | 3.3 | -19.9 | 7.6 | 0.868 | 15.9 | 18.8* | 8.9
Cc1ccc(-c2nn(-c3ccccc3)cc2C=C2C(=O)CC(C)(C)CC2=O)cc1
→ 2.0 | 1.9 | 5.0 | 18.1 | 0.792 | 24.8 | 8.0 | 15.3
CSc1ncccc1C(=O)Nc1ccc(OC(F)(F)F)cc1
→ 0.8 | 1.4 | -9.0 | 31.9 | 1.06 | -12.2 | 0.8 | -7.6

Next section:
Values run as follows: MPTP block | SENP1 inh | SENP6 inh | PfGluPho inh | hIAP act | SENP8 inh | GRIN3A LBD mod | ATG4B inh
O=C(NCC1CCCO1)c1cc(-c2ccccc2)on1 (configuration not stated)
→ -0.3 | -0.1 | -26.9 | -2.1 | 0.931 | 2.6 | -0.1 | -0.7
CCN(CC)CCN(C(=O)c1ccc2c(c1)CCCC2)c1nc2cc(OC)c(OC)cc2s1
→ 2.2 | 0.7 | -16.7 | 19.9 | 0.791 | 2.6 | 1.5 | -1.7
CCOC(=O)N1CCN(C(=O)CCc2ccc(S(=O)(=O)NCC(C)C)cc2)CC1
→ 2.2 | 1.5 | -9.5 | -1.2 | 0.863 | 10.4 | -1.0 | -4.2
COc1ccc(C(=O)Nc2ccc(N3CCN(c4ccc(OC)cc4)CC3)c(C#N)c2)cc1
→ 1.3 | 2.1 | -3.4 | -4.3 | 1.03 | -415.0 | 3.6 | -6.6
CC(=O)CSc1nc2ccccc2o1
→ -1.1 | 0.5 | 1.4 | 3.1 | 1.15 | 25.8 | -0.3 | 4.6
COc1ccc(C2CC(c3ccc4ccccc4c3)=NN2C(=O)CN2C(=O)CCC2=O)cc1 (configuration not stated)
→ 0.6 | 2.4 | 11.3 | -5.7 | 1.08 | -308.3 | -1.6 | -5.4
Cc1ccc(Cn2nc(C)c(C(=O)NCC(c3ccc(F)cc3)N3CCOCC3)c2Cl)cc1 (configuration not stated)
→ -1.6 | -4.1 | 2.3 | 1.4 | 0.876 | -8.9 | 1.2 | -7.4
CN(C)c1ncc(CN2CCC(CO)(CCCc3ccccc3)CC2)s1
→ 0.1 | 1.5 | -8.9 | -18.5 | 1.02 | 12.6 | 0.4 | -3.8
Cc1cc(C(F)(F)F)n(-c2nc(C(=O)N/N=C/c3ccc(F)cc3)cs2)n1
→ 3.8 | 0.2 | -3.6 | 13.5 | 1.07 | 3.7 | 0.8 | 0.8
C/C=C1\COC(C(=O)NCc2ccncc2)(C(F)(F)F)C=C1C=C1CCCCC1 (configuration not stated)
→ 2.7 | -3.4 | -16.9 | 1.0 | 0.972 | 8.4 | 1.4 | 14.3
O=C(COC(=O)/C=C/c1ccco1)Nc1ccc(F)cc1Cl
→ -3.6 | 2.4 | -11.9 | 11.9 | 1.09 | 3.5 | -0.3 | -1.9
CCOC(=O)C1(CCCc2ccccc2)CCN(C(=O)c2cc(C)nc(C)n2)CC1
→ -0.5 | 1.0 | -4.6 | -0.3 | 1.06 | 3.9 | 2.5 | -3.7
Cc1cccc(-c2noc(C3CCCCC3)n2)c1
→ -2.5 | 1.5 | 62.9* | -8.5 | 1.19 | 14.9 | 0.5 | 3.4
COc1ccc(Cl)cc1/C=C1/C(=O)ON=C1C
→ -0.7 | 2.0 | 9.1 | 24.0 | 0.989 | -5.4 | -2.4 | 1.6
COCCn1cnc2c1c(=O)n(CC(=O)OCC(=O)NCC(F)(F)F)c(=O)n2Cc1ccccc1
→ 1.0 | -2.6 | -12.7 | -27.3 | 0.925 | -3.1 | 0.6 | 5.5

Single values from the results shown.
CCN(CC)CCN(C(=O)c1ccc2c(c1)CCCC2)c1nc2cc(OC)c(OC)cc2s1 in ATG4B inh reads -1.7
COCCn1cnc2c1c(=O)n(CC(=O)OCC(=O)NCC(F)(F)F)c(=O)n2Cc1ccccc1 in GRIN3A LBD mod reads 0.6
CCOC(=O)N1CCN(C(=O)CCc2ccc(S(=O)(=O)NCC(C)C)cc2)CC1 in ATG4B inh reads -4.2

Carrying on:
Values run as follows: MPTP block | SENP1 inh | SENP6 inh | PfGluPho inh | hIAP act | SENP8 inh | GRIN3A LBD mod | ATG4B inh
CCOC(=O)c1c(S(=O)(=O)Nc2ccc(F)cc2Cl)c(C)n(C)c1C
→ -1.3 | -0.5 | 3.6 | 20.5 | 0.97 | 5.4 | 0.0 | -9.4
CC(C)c1cc(NC(=O)CCl)on1
→ 1.7 | 0.0 | 6.9 | -5.2 | 1.32 | -1.5 | 1.9 | 3.8
Cc1occc1C(=O)NNC(=S)NCc1ccccc1
→ -1.1 | 1.3 | 0.0 | -12.7 | 1.64 | 6.6 | -0.2 | -1.7
CCCCCc1nnc(NC(=O)CN2C(=O)C3CCCCC3C2=O)s1 (configuration not stated)
→ -0.5 | 1.3 | -9.1 | -8.2 | 0.934 | -3.7 | -0.3 | 0.1
O=[N+]([O-])c1cccc(-c2ccn[nH]2)c1
→ 0.8 | -3.0 | -11.1 | -4.1 | 1.16 | 12.8 | 1.9 | -1.0
Cc1ccc(N2CC(C(=O)Nc3ccc4c(c3)OCO4)CC2=O)cc1 (configuration not stated)
→ -1.3 | 0.4 | 6.3 | 0.8 | 0.954 | 18.0 | -2.8 | 6.9
CNC(=O)COc1coc(CN2CCN(c3ccccc3OC)CC2)cc1=O
→ -0.4 | 1.1 | 2.8 | -0.5 | 1.02 | 14.9 | -1.5 | -7.3
Cc1nn(-c2ccccc2)c(C)c1/C=N/NC(=O)c1cc(-c2cccc3ccccc23)n[nH]1
→ -4.9 | -1.1 | -5.5 | 9.6 | 1.8 | 9.1 | 1.4 | 15.0
CCc1n[nH]c(=S)n1/N=C/c1cc(OC)cc([N+](=O)[O-])c1O
→ 7.3 | 6.2 | 5.2 | 30.6 | 0.775 | 20.9 | -0.7 | 0.9
CCOC(=O)CSc1nnc(Cn2c(=O)sc3ccccc32)n1C
→ -1.0 | 0.5 | 3.3 | -10.2 | 0.95 | 5.3 | -0.3 | -1.1
Cn1cncc1C#Cc1c(C=O)[nH]c2ccccc12
→ -3.3 | -31.8 | 7.8 | 27.1 | 1.1 | -480.9 | -0.6 | 1.6
COc1cccc(NC(=O)CN(C)C(=O)/C=C/c2cn(Cc3ccccc3)nc2-c2cccnc2)c1
→ 0.6 | -3.1 | 0.1 | -0.5 | 0.865 | 7.0 | 3.6 | -1.4
CCOC(=O)c1c(C)[nH]c(C)c1C(=O)CSc1nc2ccccc2c(=O)n1-c1ccccc1C
→ 4.7 | 3.7 | -4.5 | 10.7 | 1.14 | 27.2 | -3.7 | 29.5
COc1cc(CO)cc(Br)c1OCC(=O)O
→ -2.2 | 2.8 | 1.5 | -26.4 | 1.05 | 18.0 | -1.3 | 2.5
COC(=O)/C(C#N)=C(/Nc1ccc(F)c(Cl)c1)C(F)(F)F
→ 21.1 | 0.0 | -16.4 | 9.9 | 0.935 | 11.1 | 0.5 | -3.0

One compound at a time, from the list above. Order of screens: MPTP block	SENP1 inh	SENP6 inh	PfGluPho inh	hIAP act	SENP8 inh	GRIN3A LBD mod	ATG4B inh
CCN(CC)CCN(C(=O)c1ccc2c(c1)CCCC2)c1nc2cc(OC)c(OC)cc2s1 reads 2.2	0.7	-16.7	19.9	0.791	2.6	1.5	-1.7
O=C(CN1C(=O)C2CC=CCC2C1=O)Nc1nnc(SCc2c(Cl)cccc2Cl)s1 (configuration not stated) reads 0.0	-3.5	-9.8	-44.9	0.979	9.7	-7.2	29.3
O=C(COC(=O)/C=C/c1ccco1)Nc1ccc(F)cc1Cl reads -3.6	2.4	-11.9	11.9	1.09	3.5	-0.3	-1.9

(further entries)
Values run as follows: MPTP block | SENP1 inh | SENP6 inh | PfGluPho inh | hIAP act | SENP8 inh | GRIN3A LBD mod | ATG4B inh
Nn1c(Cc2cccc3ccccc23)n[nH]c1=S
→ -3.0 | 3.6 | -5.7 | 36.6 | 0.936 | 0.3 | 3.8 | 1.0
COc1ccc2nc(-c3ccccc3)nc(SC)c2c1
→ 0.9 | 2.0 | . | 15.8 | . | -78.7 | -1.7 | -1.8
O=C(N/C(=C\c1ccc2c(c1)OCO2)C(=O)N1CCOCC1)c1ccccc1Br
→ -2.2 | 1.6 | -11.5 | -9.5 | 0.948 | 1.6 | -3.0 | 3.1
C=CC[C@H](CC(=O)N(CCO)Cc1ccccc1)C(=O)N[C@H](COC(=O)[C@@H](CC=C)Cc1ccc(F)cc1)C(C)(C)C
→ -0.3 | 2.7 | -17.3 | 13.0 | 1.23 | 6.7 | -3.0 | 29.2
CCc1ccc(S(=O)(=O)NCc2csc(C)n2)s1
→ 0.0 | -1.2 | -12.2 | 1.6 | 0.951 | 11.5 | 0.5 | 0.7
Cc1ccc(S(=O)(=O)NCc2nc3ccccc3c(=O)n2N)cc1
→ 1.2 | -2.7 | -4.1 | -2.4 | 0.817 | 3.9 | -0.1 | 3.8
CCOc1ccc(CCNC(=O)CSc2cc(=O)n(C)c3ccc(Cl)cc23)cc1OCC
→ 0.7 | -1.3 | 8.0 | -12.4 | 0.892 | -9.4 | 1.1 | -5.4
Cc1ccc(CN2CCC(c3cc(-c4ccc(Cl)cc4)n[nH]3)CC2)cc1
→ 4.3 | 3.0 | -22.0 | 18.5 | 0.999 | 13.6 | -1.4 | -5.9
CCC(=O)N1CC2(CC(c3cccc(NC(=O)CC(c4ccccc4)c4ccccc4)c3)=NO2)C[C@H]1C(N)=O (some centres not stated)
→ -1.6 | -0.2 | 1.9 | 11.9 | 0.972 | 7.5 | -2.5 | -20.0
COC(=O)c1cc(CC(=O)c2ccc(O)cc2O)c(C)o1
→ 1.2 | -1.0 | -45.0 | 2.2 | 0.871 | 7.4 | -0.5 | -5.6
